High-throughput results: PubChem BioAssay, several laboratories
MgcRacGAP inhibition = MgcRacGAP GTPase-activating activity inhibitors, confirmation, biochemical, ADP Hunter fluorescence. MgcRacGAP-stimulated Rac1 GTP hydrolysis, ADP Hunter fluorescence; higher % means a stronger effect; GST-tagged Rac1 F28L mutant substrate. one-dose inhibition, % at 30 µM; IC50 in µM for titrated hits. 0.6% of 340,000 active;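 active = first-screen hits whose inhibition reached a set limit at any dose in the follow-up dose series; inconclusive = inhibition above the set first-screen limit but never retested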;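 also: fluorescence reports GDP produced by GAP-driven GTP hydrolysis; strong numbers were not always called active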
T cell modulator = modulates CD8 T cell binding to vesicles; 0.068% of 330,000 active; AID 2052; 2C CD8+ T cell-vesicle binding, flow cytometry; stronger effect = lower value; calls only at 7 µM;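 active = response, share of CD8 T cells binding vesicles, and their 90th percentile fluorescence all below set limits, cut at about 80% in these data, passing the limit was not always enough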
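Test system: purified 2C TCR transgenic mouse naive CD8+ T cells. Probe or stimulus: QL9-peptide-loaded Drosophila micro-vesicles bearing Ld, ICAM-1 and B7-1. Incubation: binding step 1.5 h, 37 °C, antibody labelling 20 min, ice. Measured by: flow cytometry of vesicle-bound cells.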
PhoP inhibition = inhibitors of PhoP regulon expression, primary screen, Salmonella Typhimurium, GFP reporter (AID 1863); S. Typhimurium PhoP-regulated promoter GFP reporter, 4 h; higher % means a stronger effect; inhibition, % at 50 µM; hits with a dose series show IC50 in µM; 0.16% of 300,000 active;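 active = inhibition over 29.93%, a cutoff 3 SD above the screen mean, later confirmed by dose response; inconclusive = inhibition over 29.93% but no dose response follow-up; inactive = inhibition at most 29.93% or unconfirmed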;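 also: 0% = low Mg2+ inducing control and 100% = high Mg2+ repressing control; strong numbers were not always called active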
Dengue-2 NS5 capping = flavivirus cap methylation enzyme inhibition – biochemical, confirmation dose response, primary screen (AID 588689). Dengue-2 NS5 methyltransferase capping enzyme assay, biochemical; higher % means a stronger effect. one-dose inhibition, % at 25 µM; IC50 in µM for titrated hits. 0.3% of 340,000 active; in the data active = a potency from the dose series; inconclusive = inhibition above about 29% without an active follow-up result
NTR1 agonist = NTR1-driven beta-arrestin-GFP spot formation – imaging, U2OS cells, high content, primary screen (AID 493036); P30989; 0.17% of 330,000 active; activation, % at 20 µM; agonist mode;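 active = activation at or above 40% of the spot to cytoplasm intensity ratio, with at least 20 cells analyzed; inconclusive = wells under 20 cells, flagged as cytotoxic or low count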;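 also: 0% = DMSO without peptide and 100% = 100 nM NTR1 peptide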
Target sequence (P30989 whole entry, looked up): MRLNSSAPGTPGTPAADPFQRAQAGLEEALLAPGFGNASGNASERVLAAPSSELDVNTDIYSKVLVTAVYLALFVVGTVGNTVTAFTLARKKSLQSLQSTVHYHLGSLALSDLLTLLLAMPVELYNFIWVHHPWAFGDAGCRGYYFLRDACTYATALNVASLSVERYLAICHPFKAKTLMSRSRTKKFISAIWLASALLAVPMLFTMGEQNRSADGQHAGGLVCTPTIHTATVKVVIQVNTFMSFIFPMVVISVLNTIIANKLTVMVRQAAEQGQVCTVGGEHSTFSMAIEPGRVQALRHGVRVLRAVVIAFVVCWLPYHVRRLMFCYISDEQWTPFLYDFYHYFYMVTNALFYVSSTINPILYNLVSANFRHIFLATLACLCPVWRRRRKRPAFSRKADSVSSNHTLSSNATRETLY
UTI89 phage lysis = protection from phage-mediated lysis, alamar blue read-out – E. coli UTI89, K1F phage, bacterial capsule biogenesis inhibitors (AID 488966); one-dose inhibition, % at 100 µM; IC50 in µM for titrated hits; E. coli UTI89 K1F phage lysis, alamar blue, 2 h; higher % means a stronger effect; 0.02% of 340,000 active;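 active = phage lysis inhibition, versus mean bacterial control, above a set limit; inconclusive = no clear call, values can overlap the other calls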;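 also: capsule biogenesis inhibitors block K1F phage lysis so surviving cells raise fluorescence; higher fluorescence means more inhibition of phage lysis; actives were called in the ten point dose series up to 300 µM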
Large T inhibition = SV40 large T antigen inhibitors, biochemical (AID 1903). SV40 large T antigen ATPase/helicase inhibition assay; higher % means a stronger effect. inhibition, % at 20 µM, or IC50 in µM where a hit was titrated. 0.39% of 310,000 active; in the data active = a potency from the dose series; inconclusive = inhibition mostly from about 32% at the one dose, without a potency; inactive = the rest, 99 in 100 with inhibition below about 32%; also: strong numbers were not always called active
RSV antiviral HEp-2 = RSV antiviral activity via CPE protection, HEp-2 cells, primary 10 µM value included (AID 2391) | HEp-2 cells, RSV-induced CPE inhibition; higher % means a stronger effect | 0.13% of 310,000 active | one-dose CPE inhibition, % at 10 µM; IC50 in µM for titrated hits; in the data active = a potency from the dose series; inconclusive = CPE inhibition mostly from about 23% at the one dose, without a potency; inactive = the rest, 99 in 100 with CPE inhibition below about 21%; also: strong numbers were not always called active
West Nile virus CPE = West Nile virus antiviral activity, cell-based, CPE readout (AID 1621); 0.02% of 290,000 active; one-dose CPE inhibition, % at 10 µM; IC50 in µM for titrated hits; West Nile virus-infected cells, CPE inhibition; higher % means a stronger effect; in the data active = a potency from the dose series; inconclusive = CPE inhibition mostly from about 3.7% at the one dose, without a potency; inactive = the rest, 99 in 100 with CPE inhibition below about 2.2%; also: strong numbers were not always called active
T cell modulator vesicle-bound % = further read-out of T cell modulator, marked with its call; double positive events, %; measured here: CD8+ vesicle-bound cell fraction;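 binding gate set so that unloaded-vesicle control wells show 10% double positive cells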
NTR1 agonist cell count 20 µM = further read-out of NTR1 agonist, marked with its call; cell count; measured here: cell count, cytotoxicity flag
* = called active by the depositor; i = inactive; ? = inconclusive; . = no result given; [ ] = dose if it differs, or a comment. Rows are unselected, and some 1.5% of all compounds hit somewhere here.

SMILES	MgcRacGAP inhibition	T cell modulator	T cell modulator vesicle-bound %	PhoP inhibition	Dengue-2 NS5 capping	NTR1 agonist	NTR1 agonist cell count 20 µM	UTI89 phage lysis	Large T inhibition	RSV antiviral HEp-2	West Nile virus CPE
O=C(COc1ccc(Cl)cc1)N1CCN(S(=O)(=O)c2ccccc2)CC1	9%	i	10	-7%	0%	-0.3	67	1.8%	7%	0.1%	-1.0%
CCC(CO)Oc1cc(NC(=O)c2cccc(F)c2)c2ncn(C(C)C)c2c1 (centres undefined)	8%	i	26	.	4%	-0.9	46	0.4%	.	.	.
CCc1nnc(NC(=O)CSc2nnc(C)n2-c2ccc(C)cc2)s1	-10%	i	52	15%	-9%	-0.9	43	0.9%	12%	-0.9%	.
CC1=C(C(=O)OC2CCCCC2)C(c2ccccc2Br)NC(=O)N1 (centres undefined)	-5%	i	54	1%	-6%	-0.1	78	0.1%	12%	6.3%	-1.7%
Cc1ccc(NC(=O)Cn2nc(C)c3ccccc3c2=O)cc1F	3%	i	10	-8%	-5%	0.8	69	-0.3%	6%	2.7%	-1.1%
CCOC(=O)c1oc2nc(C)c3c(c2c1N)CC(C)(C)OC3	7%	i	9	-2%	-8%	-1.9	90	0.3%	0%	0.2%	-0.4%
CCCn1c(N)c(Sc2ccc([N+](=O)[O-])cc2)c(=O)n(CCC)c1=O	6%	i	58	6%	-11%	-0.8	79	-0.3%	5%	3.3%	-1.2%
O=C(NC1CCCc2ccccc21)C12CC3CC(CC(O)(C3)C1)C2 (centres undefined)	2%	i	22	-1%	-10%	1.1	49	-0.5%	13%	1.9%	-0.3%
O=S(=O)(Cc1ccc(Cl)cc1)C1CCCCC1O (centres undefined)	5%	i	38	-4%	-6%	1.0	40	0.2%	12%	2.4%	-0.3%
COc1ccc(-c2nnc(COc3ccc(Br)cc3C)o2)cc1	.	i	33	.	.	2.8	42	.	5%	2.3%	.
O=C1CC(N2CCN(c3ccccc3)CC2)C(=O)N1c1ccc2c(c1)OCCO2 (centres undefined)	4%	i	11	-2%	1%	0.9	72	-1.9%	4%	-0.7%	0.3%
O=C(Nc1ccc(Cl)cn1)c1ccc2ccccc2n1	2%	i	49	-5%	-5%	1.2	49	0.1%	7%	6.1%	1.1%

An excerpt from above in order of the West Nile virus CPE value, smallest number first:
SMILES	MgcRacGAP inhibition	T cell modulator	T cell modulator vesicle-bound %	PhoP inhibition	Dengue-2 NS5 capping	Large T inhibition	RSV antiviral HEp-2	West Nile virus CPE
CC1=C(C(=O)OC2CCCCC2)C(c2ccccc2Br)NC(=O)N1 (centres undefined)	-5%	i	54	1%	-6%	12%	6.3%	-1.7%
CCOC(=O)c1oc2nc(C)c3c(c2c1N)CC(C)(C)OC3	7%	i	9	-2%	-8%	0%	0.2%	-0.4%
O=C(NC1CCCc2ccccc21)C12CC3CC(CC(O)(C3)C1)C2 (centres undefined)	2%	i	22	-1%	-10%	13%	1.9%	-0.3%

(further entries)
SMILES	MgcRacGAP inhibition	T cell modulator	T cell modulator vesicle-bound %	PhoP inhibition	Dengue-2 NS5 capping	NTR1 agonist	NTR1 agonist cell count 20 µM	UTI89 phage lysis	Large T inhibition	RSV antiviral HEp-2	West Nile virus CPE
COc1cc(/C=C/C(=O)OCC(=O)N2CCCc3ccccc32)ccc1O	36µM*	i	56	.	-2%	-0.6	55	-1.2%	.	.	.
CSCC[C@H](NC(=O)[C@@H]1Cc2ccccc2CN1)C(=O)Nc1ccc2c(c1)OCO2	8%	i	1	7%	8%	-0.4	57	0.2%	6%	0.0%	-0.1%
CCc1cc(=O)oc2cc(OC(C)=O)cc(OC(C)=O)c12	9%	i	35	-15%	-11%	0.4	38	0.1%	32%	5.4%	0.0%
CCN(CC(=O)Nc1ccccc1OC)C(=O)c1ccc2[nH]c3c(c2c1)CC(C)CC3 (centres undefined)	9%	i	32	.	-5%	-0.3	58	0.6%[50 µM]	.	3.6%	.
Cc1ccc(S(=O)(=O)Nc2n[nH]nc2C(=O)NC2CCCCC2)cc1	.	i	49	3%	.	-0.3	40	.	15%	3.0%	1.2%
O=c1c2ccccc2oc2ccc(NCCCn3ccnc3)cc12	13%	i	59	-6%	16%	5.6	68	-0.6%	-7%	-1.4%	-0.6%
O=C(CSc1nc(-c2ccccc2)cc(=O)[nH]1)Nc1ccccc1	9%	i	16	1%	-1%	1.9	84	0.4%	10%	1.0%	-0.1%
CC1(C)CC(=O)C(C=NCC(N)=O)=C(O)C1	1%	i	28	18%	-3%	-0.1	52	6.7%	6%	-0.4%	1.2%
Cc1ccc(S(=O)(=O)N2CCC(C(=O)Nc3ccc(C(C)C)cc3)CC2)cc1	1%	i	44	.	-1%	7.4	48	-0.4%[50 µM]	.	41µM*	.
CC(C)C(=O)Nc1ccc(O)c(-c2csc(N)n2)c1	29%	i	38	2%	-8%	2.9	44	-0.4%	46µM*	1.5%	0.1%
CN1CCC(OC(=O)c2cc3cc(Br)ccc3oc2=O)CC1	12%	i	33	-3%	-13%	0.5	42	-0.1%	19%	-2.0%	0.2%
CC(=O)Nc1ccc(NC(=O)Nc2cccc(Cl)c2)cc1	7%	i	20	9%	-11%	0.3	76	0.2%	6%	0.4%	-1.1%
Nc1c(C(=O)NCCN2CCOCC2)c2nc3ccccc3nc2n1-c1ccc2c(c1)OCO2	3%	i	17	-5%	-3%	0.3	52	4.5%	7%	-1.4%	-0.8%
COC(=O)c1cc(S(=O)(=O)N2CCOCC2)c(N2CCOCC2)cc1N1CCOCC1	-1%	.	.	-6%	.	.	.	-0.1%	-3%	.	-0.2%
Cc1ccc(NC(=O)c2c([N+](=O)[O-])c(C(C)(C)C)nn2C)cc1	7%	i	18	10%	-3%	2.3	34	1.4%[50 µM]	12%	?	-1.7%
Clc1ccc(-c2ncc3ccccn23)c(Cl)c1	4%	i	31	6%	-4%	1.4	64	0.4%	15%	1.2%	0.2%
COc1ccc(NC(=S)N2CCc3ccccc3C2)cc1OC	6%	i	20	-11%	-7%	0.6	38	1.1%	-2%	1.8%	-0.4%
CC(C)C(c1nnnn1Cc1ccccc1)N(Cc1ccco1)Cc1cccs1 (centres undefined)	12%	i	42	-2%	-5%	3.2	56	-0.2%	7%	15%	-0.6%
Cc1nc2c(sc3nc(N4CCOCC4)c4c(c32)CC(C)(C)OC4)c(-c2ccc(Cl)cc2)c1C(=O)O	13%	i	15	-15%	1%	14	53	0.1%	-3%	?	0.3%
CCOC(=O)CC(NC(=O)c1ccco1)c1ccc(C)cc1 (centres undefined)	5%	i	49	-9%	-3%	2.4	62	6.9%	-3%	1.1%	3.1%
CCc1cc(CNC(=O)c2ccc(OC3CCN(CCc4ccccc4)CC3)cc2)on1	9%	i	4	-5%	6%	0.1	61	0.6%	10%	16%	0.1%
COc1ccc(C2OC(=O)CC2C(=O)NCc2ccc(Cl)cc2)cc1OC (centres undefined)	7%	i	50	-7%	-8%	0.6	48	0.1%	-1%	2.0%	0.6%
COc1cccc(/C=c2\sc3nc(-c4cccs4)nn3c2=O)c1OC	9%	i	55	-7%	-3%	5.4	82	0.2%	-1%	-0.3%	.
CCCn1c2ccccc2c2cnn(CC(=O)NC3CCCCC3)c(=O)c21	7%	i	34	-1%	5%	0.4	65	0.3%	8%	6.4%	-0.2%
CCOC(=O)c1ccccc1NC(=O)COC(=O)c1ccccc1C(=O)N(C)c1ccccc1	2%	i	48	6%	-9%	3.3	57	2.8%[50 µM]	16%	11%	.
CCOCCOC(=O)c1[nH]c2c(c1C)C(=O)CC(c1ccc(OC)c(OC)c1)C2 (centres undefined)	6%	i	6	19%	0%	-0.5	50	0.0%	6%	1.6%	-0.6%
COc1ccc(C2CCCN2C(=O)Nc2ccc(C)c(C)c2)cc1OC (centres undefined)	6%	i	50	4%	1%	-0.3	82	-1.6%	6%	4.1%	0.2%
N/C(=N\N=C\c1ccco1)SC1CC(=O)N(c2ccc(C(=O)O)cc2)C1=O (centres undefined)	11%	i	53	9%	3%	1.1	88	0.0%	17%	2.3%	0.2%
Cc1noc(C)c1C(=O)OCC(=O)Nc1ccccc1Oc1ccccc1	-4%	i	53	0%	1%	0.1	43	-0.6%	0%	-0.9%	-0.2%
CC(C)CN(CC(C)C)S(=O)(=O)N1CCC(C(=O)NCc2ccco2)CC1	-1%	i	18	4%	-14%	-0.5	46	-1.9%	23%	0.3%	.
Cc1cccnc1NC(=S)NC(=O)c1cccs1	-6%	.	.	15%	-8%	3.7	75	-0.5%	10%	-0.6%	1.0%
Cc1csc(C(C)NC(=O)c2ccc(OC3CCN(CCc4ccccc4)CC3)cc2)n1 (centres undefined)	5%	i	55	6%	-2%	0.5	59	0.4%	11%	-2.0%	-0.5%
CC(C)N1CCN(C(=O)c2ccc(NC(=O)c3ccc(Br)o3)cc2)CC1	9%	i	9	-8%	-3%	22	45	1.4%	24%	0.6%	.
[O-][n+]1onc2c1CCc1nnc(-c3ccccc3)cc1-2	9%	i	8	-10%	-1%	0.6	68	0.2%	7%	0.9%	0.5%
Cc1cccc(C)c1NC(=O)NCCCN1CCN(c2ccccc2)CC1	7%	i	9	1%	-5%	2.0	52	0.9%[50 µM]	6%	-1.1%	0.0%
COc1ccc(C2Nc3ccccc3NC3=C2C(=O)CC(C)(C)C3)cc1OC (centres undefined)	5%	i	38	12%	7%	0.7	61	1.3%	7%	2.0%	0.1%
COc1ccc([N+](=O)[O-])cc1NC(=O)c1ccco1	3%	i	1	.	7%	1.2	32	-0.1%	.	3.0%	0.5%
CCC(C)NCCOCCOc1ccc(Cl)c2ccccc12 (centres undefined)	30%	i	18	10%	-1%	4.1	50	0.5%	5%	7.7%	-0.2%
CCCCOP(=O)(OCCCC)C(O)c1ccc(Br)cc1 (centres undefined)	2%	i	36	-8%	-8%	-0.3	58	-1.4%[50 µM]	14%	-0.3%	-1.6%
c1coc(-c2ccnc(-n3cccc3)n2)c1	2%	i	29	-3%	-3%	5.8	42	0.1%	-1%	4.6%	-0.1%
COc1cc(C2C(C(=O)Nc3ccc(F)cc3)=C(C)Nc3nc(CCCO)nn32)cc(OC)c1OC (centres undefined)	-3%	i	56	1%	-1%	5.8	60	5.2%	5%	0.4%	-0.1%
O=C(CSc1ccc2nnc(CCNC(=O)c3ccccc3)n2n1)Nc1ccccc1F	11%	i	34	1%	-2%	1.3	71	0.0%	1%	0.8%	0.0%
COC(=O)C1C(=O)C=C(Nc2ccc(F)cc2F)CC1c1ccccc1 (centres undefined)	7%	i	44	-13%	2%	2.5	72	0.7%[50 µM]	5%	2.6%	-1.1%
